Screening results deposited in PubChem BioAssay by several laboratories.
Rv3671c protease – Rv3671c (M. tuberculosis) protease inhibition | P9WHR9 | inhibition, % at 5.96 µM | 0.048% of 320,000 active | AID 2606; in the data active = inhibition above about 38%;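 also: extracellular domain of Rv3671c used as enzyme; 0% = enzyme with DMSO and 100% = no enzyme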
Target sequence (P9WHR9 whole entry, looked up, the tested form may be a part): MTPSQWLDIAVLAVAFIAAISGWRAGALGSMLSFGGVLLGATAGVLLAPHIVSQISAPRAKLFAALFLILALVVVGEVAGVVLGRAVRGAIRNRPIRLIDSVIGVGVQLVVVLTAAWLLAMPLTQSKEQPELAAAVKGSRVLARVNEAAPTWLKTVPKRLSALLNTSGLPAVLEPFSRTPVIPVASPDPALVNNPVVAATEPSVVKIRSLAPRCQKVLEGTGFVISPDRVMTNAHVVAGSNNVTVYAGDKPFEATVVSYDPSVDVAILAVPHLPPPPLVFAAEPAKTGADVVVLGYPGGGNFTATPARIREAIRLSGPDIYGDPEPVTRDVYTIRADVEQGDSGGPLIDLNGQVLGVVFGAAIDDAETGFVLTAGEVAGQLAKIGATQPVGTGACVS
Y pestis TopoI – inhibitors of Yersinia pestis topoisomerase I. Y. pestis Topo-I cleavage product accumulation, plate reader. 0.064% of 360,000 active. activity, % at 10 µM. AID 504884; in the data active = activity above about 50%, passing the limit was not always enough; also: inactives centre near 2
PrPC TRFRET – cell surface PrPC inhibition, primary TR-FRET screen; AID 720596; TR-FRET read-out; 0.43% of 370,000 active; inhibition, % at 13.8 µM; P04156; in the data active = inhibition above about 24%; also: 0% = median of the test wells and 100% = reference compound wells
VHR inh abs – blocks human VHR1 dual specificity phosphatase; P51452; recombinant VHR phosphatase, pNPP absorbance; inhibition, % at 13.3 µM; 0.52% of 290,000 active; AID 1654; in the data active = inhibition above about 50%; also: some compounds called inactive have numbers as strong as hits
Target sequence (P51452 whole entry, looked up): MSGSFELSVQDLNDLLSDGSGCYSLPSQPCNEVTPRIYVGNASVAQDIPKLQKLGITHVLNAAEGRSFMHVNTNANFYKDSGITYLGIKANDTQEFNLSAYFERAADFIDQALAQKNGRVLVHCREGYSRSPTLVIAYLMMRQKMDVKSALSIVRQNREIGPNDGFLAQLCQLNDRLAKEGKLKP
TcdB inh – blocks C. difficile toxin B glycohydrolase activity; inhibition, % at 9.99 µM; 0.24% of 350,000 active; TcdB glycohydrolase enzymatic assay, plate reader; P18177; in the data active = inhibition above about 10%
SARS 3CLpro inh – SARS-CoV 3CLpro protease inhibition; P0C6X7; recombinant SARS-CoV 3CLpro, quenched FRET peptide cleavage; inhibition, % at 6 µM; 0.14% of 290,000 active; in the data active = inhibition above about 12%
PriA SSB inh – K. pneumoniae PriA-SSBct interaction inhibition | AlphaScreen SSBct-PriA binding, biotinylated peptide | inhibition, % at 33 µM | 0.6% of 430,000 active; in the data active = inhibition mostly above about 37%, no sharp cut-off; inactive = mostly below about 20%;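 also: plate controls were negative control peptide for no effect and reference peptide for full effect; strong numbers were not always called active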
CCHFV vOTU inh – blocks the CCHF virus ovarian tumor domain protease. CCHFV vOTU protease, Pep-AMC fluorescence. inhibition, % at 11.5 µM. 0.55% of 370,000 active. AID 651958; in the data active = inhibition above about 30%; also: 0% = vehicle wells with enzyme and 100% = no enzyme wells
MazF activator – activators of E. coli MazEF toxin-antitoxin RNase. P0AE70. FAM/BHQ RNA-DNA oligo cleavage fluorescence, 5 h. activation, % at 20 µM. 0.32% of 350,000 active. AID 504720; in the data active = activation above about 50%
Target sequence (P0AE70 whole entry, looked up): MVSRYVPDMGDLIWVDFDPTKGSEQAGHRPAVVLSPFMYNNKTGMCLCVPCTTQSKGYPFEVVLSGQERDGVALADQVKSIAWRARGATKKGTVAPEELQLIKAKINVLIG
Vc quorum ag – inducers of Vibrio cholerae quorum light production without autoinducers; V. cholerae BH1578 lux reporter, luminescence, 6 h; activation, % at 18.7 µM; 0.16% of 350,000 active; AID 588436; in the data active = activation mostly above about 9.7%, no sharp cut-off; also: not every result past the cut was called active; inactives centre near 0; reference of the scale not given here
Numbers without * were called inactive; i = inactive; · = not tested or not shown; & = joins results of further samples. Not all compounds are listed (hit frequency here may not be typical).

SMILES	Rv3671c protease	Y pestis TopoI	PrPC TRFRET	VHR inh abs	TcdB inh	SARS 3CLpro inh	PriA SSB inh	CCHFV vOTU inh	MazF activator	Vc quorum ag
O=C(Oc1c(Br)cc(C(=S)N2CCOCC2)cc1Br)c1ccc(Cl)cc1	-8	-9	-4	17	·	6	2	9	-2	-5.9
COc1cc(C(=O)Nc2cccc(NC(=O)c3cccs3)c2)cc(OC)c1OC	·	-7	-1	0	-0.2	3	12	5	-2	1.6
CCOC(=O)NC1(NC(C)C)Oc2ccccc2O1	-5	-8	1	4	·	5	-11	2	-15	i
CCC[n+]1c(C)sc2c3c(ccc21)CCCC3	-9	-16	·	17	·	-1	-11	·	9	3.3
CCOC(=O)c1cnc2cc(Cl)c(OC)cc2c1NCC1CCCO1 (stereo unspecified)	-2	3	2	-5	·	4	-10	7	4	-11
CCOC(=O)C1CCN(C(=O)COC(=O)c2ccc([N+](=O)[O-])o2)CC1	-22	-1	-19	·	1.1	·	-7	18	2	i
Cc1ccc(C(C)C)c(OCC(=O)N/N=C/C2CCCCC2)c1	0	0	1	4	1.5	4	·	-11	-1	i
O=C(CNCc1ccco1)Nc1ccc(Oc2ccccc2)cc1	4	8	4	6	-1.3	4	-3	4	2	-0.5
NS(=O)(=O)c1cccc(NC(=O)CN2CCc3ccccc32)c1	-22	-11	0	2	4.8	-4	12	-6	-15	1.6
CCCC(=O)Nc1nnc(SCC(=O)N2CCCCC2)s1	1	1	6	12	-0.9	-1	11	1	-1	-0.2
COc1ccc(C2C(C#N)=C(N)N(c3sc4c(c3C#N)CCCC4)C3=C2C(=O)CC(C)(C)C3)cc1 (stereo unspecified)	-12	6	·	-16	·	0	-11	·	-2	i
Cc1nc2ccccc2c2c(N)cccc12	·	5	-2	·	0.7	·	-1	8	2	·
CCOc1ncccc1C(=O)Nc1ccc2nc(C)sc2c1	-10	-2	12	49	-0.5	-6	-9	5	-31	-2.8
O=C(Nc1ccc(Cl)cc1)C(Cl)C(=O)c1ccccc1 (stereo unspecified)	-4	4	7	21	1.2	-2	-5	-6	2	-0.2
O=C(c1cc([N+](=O)[O-])cc([N+](=O)[O-])c1)N(c1ccccn1)c1ccccn1	5	4	-13	-8	·	-1	-5	-1	8	-0.6
Cc1ccccc1OCC(=O)Nn1c(COc2ccccc2)nc2ccccc2c1=O	0	5	2	19	·	2	-5	13	-4	-1.3
O=S1(=O)CC(N2CCCCC2)C1CN1CCCCC1 (stereo unspecified)	·	5	-2	·	1.0	·	·	10	8	i
O=[N+]([O-])c1ccccc1CN1CC=C(c2ccc(F)cc2)CC1	·	13	-21	1	1.5	2	-9	4	-10	-0.4
O=C(COc1ccc(Br)cc1)N/N=C1/SCC(=O)N1Cc1ccco1	8	3	-5	-17	0.2	1	·	14	7	-0.4
COc1cccc(CNCc2ccc(OC)c3ccccc23)c1OC	-7	5	5	·	1.7	-1	20	-9	1	i

Rewritten bar-delimited: entries from further up.
molecule | Rv3671c protease | Y pestis TopoI | PrPC TRFRET | VHR inh abs | TcdB inh | SARS 3CLpro inh | PriA SSB inh | CCHFV vOTU inh | MazF activator | Vc quorum ag
O=C(Oc1c(Br)cc(C(=S)N2CCOCC2)cc1Br)c1ccc(Cl)cc1 | -8 | -9 | -4 | 17 | · | 6 | 2 | 9 | -2 | -5.9
COc1cc(C(=O)Nc2cccc(NC(=O)c3cccs3)c2)cc(OC)c1OC | · | -7 | -1 | 0 | -0.2 | 3 | 12 | 5 | -2 | 1.6
CCOC(=O)NC1(NC(C)C)Oc2ccccc2O1 | -5 | -8 | 1 | 4 | · | 5 | -11 | 2 | -15 | i
CCC[n+]1c(C)sc2c3c(ccc21)CCCC3 | -9 | -16 | · | 17 | · | -1 | -11 | · | 9 | 3.3
CCOC(=O)c1cnc2cc(Cl)c(OC)cc2c1NCC1CCCO1 (stereo unspecified) | -2 | 3 | 2 | -5 | · | 4 | -10 | 7 | 4 | -11
CCOC(=O)C1CCN(C(=O)COC(=O)c2ccc([N+](=O)[O-])o2)CC1 | -22 | -1 | -19 | · | 1.1 | · | -7 | 18 | 2 | i
Cc1ccc(C(C)C)c(OCC(=O)N/N=C/C2CCCCC2)c1 | 0 | 0 | 1 | 4 | 1.5 | 4 | · | -11 | -1 | i
O=C(CNCc1ccco1)Nc1ccc(Oc2ccccc2)cc1 | 4 | 8 | 4 | 6 | -1.3 | 4 | -3 | 4 | 2 | -0.5
NS(=O)(=O)c1cccc(NC(=O)CN2CCc3ccccc32)c1 | -22 | -11 | 0 | 2 | 4.8 | -4 | 12 | -6 | -15 | 1.6
CCCC(=O)Nc1nnc(SCC(=O)N2CCCCC2)s1 | 1 | 1 | 6 | 12 | -0.9 | -1 | 11 | 1 | -1 | -0.2
COc1ccc(C2C(C#N)=C(N)N(c3sc4c(c3C#N)CCCC4)C3=C2C(=O)CC(C)(C)C3)cc1 (stereo unspecified) | -12 | 6 | · | -16 | · | 0 | -11 | · | -2 | i
Cc1nc2ccccc2c2c(N)cccc12 | · | 5 | -2 | · | 0.7 | · | -1 | 8 | 2 | ·
CCOc1ncccc1C(=O)Nc1ccc2nc(C)sc2c1 | -10 | -2 | 12 | 49 | -0.5 | -6 | -9 | 5 | -31 | -2.8

Other structures follow.
SMILES	Rv3671c protease	Y pestis TopoI	PrPC TRFRET	VHR inh abs	TcdB inh	SARS 3CLpro inh	PriA SSB inh	CCHFV vOTU inh	MazF activator	Vc quorum ag
COC(=O)c1cc(C(=O)Nc2nc3ccccc3[nH]2)cc([N+](=O)[O-])c1	2	4	-26	19	0.9	3	5	12	13	-6.2
CCN(CC)CCn1c2c(c(SCC(=O)Nc3ccc4c(c3)OCCO4)nc1=O)CCC2	3	-3	-7	·	2.0	·	14	-1	2	-1.6
C[C@H](CO)N1C[C@H](C)[C@H](CN(C)C(=O)Nc2cccc3ccccc23)Oc2c(NC(=O)c3ccc(-c4nccs4)cc3)cccc2C1=O	-13	10	-1	·	-3.0&1.2	·	7	4	-3	i
CC(C)CN1CC(C)C(=O)N(c2ccccc2)C1=S (stereo unspecified)	·	1	-6	·	0.2	·	-9	8	10	0.8
CC(C)(C)OC(=O)NCCc1nnc(SCc2ccccc2Cl)o1	-7	10	2	24	·	2	-10	1	-3	-6.2
COC(=O)c1cc(=O)c2cccc(OC)c2[nH]1	8	4	2	31	1.6	-3	-3	-31	1	0.9
COc1ccc(S(=O)(=O)N2CCCC2)cc1C(=O)N1CCCCC1	-2	6	-4	-4	2.4	2	-10	6	8	-0.3
CC(C)CNC(=O)c1c(N)n(Cc2ccco2)c2nc3ccccc3nc12	-34	22	-2	23	·	2	-1	-54	-8	i
CC(C)C[C@@H](CNCC(=O)[C@H](C)NC(=O)c1[nH]cnc1C(=O)N[C@@H](C)CN)NC(=O)c1nc[nH]c1C(=O)N[C@@H](CC(=O)O)C(=O)O	·	-2	-5	·	-0.4	·	-14	-4	5	i
CC(=O)c1cn(C(=O)c2ccc(Cl)cc2)c2ccccc12	-6	5	2	-2	0.7	1	-8	-11	1	-0.2
COc1cc(/C=C/C2=NC(=O)C(C)(C)O2)ccc1O	6	·	·	17	·	-4	-15	·	-19	·
Nc1ccc(-c2cnc3ccccc3n2)cc1	-2	-2	-22	·	-0.4	·	-13	0	-1	-0.6
COc1ccc2c3c(cccc13)OC2=O	-8	4	-3	13	1.9	2	2	3	-5	i
Cc1ccc(Cn2ccc(NC(=O)c3cc(CC(C)C)on3)n2)cc1	-13	47	7	19	-0.5	3	-26	8	-3	-0.2
C[C@@H]1CNC(=O)c2c(C(=O)NCC(=O)OC(C)(C)C)ncn21	·	-2	3	·	-0.2	·	·	9	6	-0.4
O=C(Nc1cccc(S(=O)(=O)N2CCOCC2)c1)c1ccccn1	-13	-1	-1	-11	1.3	-11	1	-15	4	i
Cc1nonc1C(=O)N/N=C/c1cccc(O)c1	-2	-5	4	1	·	-2	·	-13	4	i
Cn1c(SCC(=O)N2CCCC2)nc2ccccc2c1=O	4	-7	2	12	·	0	1	7	4	i
COCc1cccc(-c2csc(C(C)(O)c3ccc(OC)cc3)n2)c1 (stereo unspecified)	·	11	10	·	0.8	·	·	8	·	-0.6
COC(=O)N/N=C/c1cccs1	5	4	0	6	3.6	1	·	-5	4	-0.3
CCC1=C2CC[C@H]3C(=O)N(c4ccccc4)C(=O)[C@H]3[C@H]2[C@@]2(C)C(=NCC3CC3)OC(=O)N2C1=O	-2	4	-3	-12	-1.5	·	-11	-4	3	i
CCOc1ccc(/C=N/NC(=O)CC(=O)Nc2ccc(Cl)c(Cl)c2)cc1	-48	8	-5	10	1.7	2	·	10	-22	i
CCc1ccc(CNC(=O)CCn2nc(C)c3c(C)n(-c4ccccc4)nc3c2=O)cc1	1	6	-4	-2	2.0	5	-16	3	-19	-0.3
CCOC(=O)c1nn(-c2ccc(F)cc2)c(=O)cc1OCC(=O)Nc1ccc(F)c(F)c1	-10	-2	3	·	1.5	·	-8	16	-9	i
COc1cc(/C=N/NC(=O)Cc2csc(C)n2)ccc1OCC(C)C	5	6	6	13	0.4	5	·	4	1	i
CC(=O)Nc1ccc(S(=O)(=O)Nc2nc3c(s2)CCCC3)cc1	3	4	2	39	·	-2	-25	5	4	1.7
CC(=O)Nc1ccc(S(=O)(=O)N(Cc2ccco2)CC2CCCO2)cc1 (stereo unspecified)	-1	1	-3	4	·	0	2	9	4	i
Cc1ccc(S(=O)(=O)N/N=C/c2cccc(OC3CSC3)c2)cc1	-3	15	2	2	0.5	5	·	0	0	-0.8
OCC1(Cc2ccccc2F)CCCN(CC2CCCCC2)C1 (stereo unspecified)	0	10	-1	10	2.1	-1	6	-6	15	-0.7
CN(CC(=O)NCCc1ccc(S(N)(=O)=O)cc1)CC(=O)Nc1cccc(F)c1	·	2	8	·	-3.4	·	-5	4	-2	0.3
COc1ccc(NS(=O)(=O)c2cc(NC(=O)CNC(=O)c3ccc(C)s3)ccc2Cl)cc1	-56	-3	6	-7	0.7	-4	1	13	1	-0.3
COc1ccccc1C(=O)NC(=O)COC(=O)CCOc1ccc(C)cc1	0	9	-4	·	7.7	·	-8	5	-3	i
FC(F)(F)c1cc(C(F)(F)F)c2ccc(Oc3ccccc3)nc2n1	-1	9	-7	15	·	3	-8	3	6	i
O=C(COc1ccccc1)Nc1ccc(OC(F)(F)C(F)F)c(NC(=O)COc2ccccc2)c1	-3	23	4	-12	·	-4	-4	2	-9	i
O=C(NCC(c1ccco1)N1CCc2ccccc2C1)c1ccccc1Br (stereo unspecified)	-2	16	5	·	-0.6	·	-8&0	4	-4	-0.2
CCOC(=O)C1=CN(Cc2ccco2)S(=O)(=O)NC1c1cccc(OC)c1 (stereo unspecified)	·	-10	-3	·	1.0	·	4	-6	0	1.6
O=C(/C=C/c1ccccc1Cl)N1CCOCC1	10	-1	-5	-3	2.4	-6	-7	10	2	-0.2
CCCCn1c(CCNC(=O)CCC)nc2ccccc21	3	11	-10	-5	1.3	4	-8	17	-4	i
O=C(/C=N/NC(=O)c1ccc(Cl)cc1Cl)c1ccccc1	2	10	1	15	-0.8	1	i	-3	0	-0.3
O=C(O)C(Br)CBr (stereo unspecified)	-1	-10	-2	·	1.6	·	8	1	6	-0.3
Cc1cc(C)c2[nH]c(=O)c(=O)[nH]c2c1	7	-4	-4	-22	·	3	-20	-6	12	-0.4
O=C(Nc1nnc(SCc2ccccc2)s1)C1=COCCO1	-9	6	2	·	2.5	·	-7	1	-8	i
Cc1cc(C)c(/C=N/NC(N)=O)c(C)c1/C=N/NC(N)=O	6	-4	-3	6	·	2	·	3	1	0.7
CC1=CCCC(C)(C)C1/C=C/C(C)=N/NC(=O)c1ccncc1 (stereo unspecified)	4	14	-10	30	-2.2	3	·	-15	-6	-0.7
CC(C)Sc1cc(N2CCCC2)nc(-c2ccccc2)n1	-4	8	-5	24	·	-1	-34	-7	8	i
